Screens as filed in PubChem BioAssay.
GPR35 antagonists = GPR35 antagonists blocking zaprinast-driven arrestin recruitment, primary screen, imaging, U2OS, beta-arrestin-GFP, zaprinast agonist (AID 2058); inhibition, % at 10 µM, or IC50 in µM where a hit was titrated; hit rate 0.052% among 290,000; U2OS GPR35 beta-arrestin-GFP translocation imaging, zaprinast antagonism; higher % means a stronger effect;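 active = inhibition of at least 50% with at least 30 cells and total cytoplasm GFP at most 10,000,000; inconclusive = under 30 cells or total GFP of 10,000,000 plus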
KOR beta-arrestin-1 = kappa opioid receptor activators – cell-based, luminescence, uHTS, primary screen (AID 1777); KOR beta-arrestin recruitment, luminescence; higher % means a stronger effect; hit rate 0.02% among 280,000; activation, % at 10 µM; hits with a dose series show EC50 in µM; in the data active = activation above about 50%, passing the limit was not always enough; note: a part of the inactive calls stands beside numbers as strong as those of hits
NOD1 inhibition = NOD1 signaling inhibitors, primary screen, cell-based, luminescence, uHTS (AID 1578); NOD1-driven NF-kB luciferase reporter cells, luminescence; higher % means a stronger effect; inhibition, % at 4 µM; hits with a dose series show EC50 in µM; hit rate 1% among 290,000; in the data active = inhibition mostly above about 36%, no sharp cut-off; inactive = mostly below about 34%;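 note: HEK-293T reporter cells stimulated with the NOD1 agonist gamma-tri-DAP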
GPR55 activation = selective activators of receptor GPR55 – imaging, U2OS cells, beta-arrestin-GFP redistribution, primary screen (AID 1961); U2OS GPR55 beta-arrestin-GFP redistribution imaging; higher % means a stronger effect; activation, % at 10 µM, or EC50 in µM where a hit was titrated; hit rate 0.048% among 290,000;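 active = activation above 40% with more than 50 cells counted in the well; inconclusive = wells holding fewer than 50 cells, flagged as toxic or sparse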;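 note: U2OS osteosarcoma cells stably expressing GPR55 and beta-arrestin-GFP; plate controls were DMSO negative control for no effect and LPI positive control for full effect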
NS5 inhibitors = Dengue-2 NS5 methyltransferase inhibitors, primary screen, biochemical, confirmation dose response (AID 588689); Dengue-2 NS5 methyltransferase capping enzyme assay, biochemical; higher % means a stronger effect; inhibition, % at 25 µM, or IC50 in µM where a hit was titrated; hit rate 0.3% among 340,000; in the data active = a potency from the dose series; inconclusive = inhibition above about 29% without an active follow-up result
HIV fusion peptide = inhibitors of HIV fusion peptide binding, primary screen, biochemical, uHTS, fluorescence dequenching (AID 1986). cell-free peptide binding, fluorescence dequenching, 30 min; higher % means a stronger effect. inhibition, % at 20 µM, or IC50 in µM where a hit was titrated. hit rate 0.3% among 290,000; in the data active = inhibition mostly above about 52%, no sharp cut-off; inactive = mostly below about 76%; note: some results filed as inactive read as strong as hits
GPR55 antagonists = inhibition of LPI-stimulated GPR55 beta-arrestin translocation – imaging, U2OS, beta-arrestin-GFP, LPI agonist, primary screen (AID 2013). U2OS GPR55 beta-arrestin-GFP translocation imaging, LPI antagonism; higher % means a stronger effect. inhibition, % at 10 µM; hits with a dose series show IC50 in µM. hit rate 0.13% among 290,000;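 active = spots per cell inhibited over 60%, with over 100 cells counted and total cytoplasm intensity under 500,000; inconclusive = wells with under 100 cells, flagged as likely toxic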;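 note: U2OS cells stably carrying GPR55 and arrestin-GFP stimulated by 5 µM LPI near EC80; imaged beta-arrestin-GFP aggregate spots per cell after agonist stimulation; plate controls were LPI-stimulated DMSO wells for no effect and DMSO wells without LPI for full effect; some results filed as inactive read as strong as hits; confirmed hits need IC50 under 10 µM and bright autofluorescent wells are also inconclusive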
KOR beta-arrestin-2 = kappa opioid receptor blockers – cell-based, luminescence, uHTS (AID 1778). KOR beta-arrestin recruitment, luminescence, antagonist mode; higher % means a stronger effect. inhibition, % at 10 µM, or IC50 in µM where a hit was titrated. hit rate 0.091% among 290,000; in the data active = inhibition above about 50%; note: strong numbers were not always called active
West Nile antiviral = inhibition of WNV-induced cytopathic effect – cell-based, CPE readout (AID 1621). hit rate 0.02% among 290,000. West Nile virus-infected cells, CPE inhibition; higher % means a stronger effect. CPE inhibition, % at 10 µM, or IC50 in µM where a hit was titrated; in the data active = a potency from the dose series; inconclusive = CPE inhibition mostly from about 3.7% at the one dose, without a potency; inactive = the rest, 99 in 100 with CPE inhibition below about 2.2%; note: strong numbers were not always called active
NS5 inhibitors pilot replicate = also measured in NS5 inhibitors; calls as there; inhibition, %; measured here: pilot screen replicate inhibition
Starred values were filed as active, the others as inactive; ? = inconclusive; . = no result given; [ ] = dose if it differs, or a comment. These rows are one share of the data; rates above refer to the full screens.

Start of the data: the first eight records, to show the layout:
SMILES	GPR35 antagonists	KOR beta-arrestin-1	NOD1 inhibition	GPR55 activation	NS5 inhibitors	HIV fusion peptide	GPR55 antagonists	KOR beta-arrestin-2	West Nile antiviral	others
O=C(N/N=C/c1cc([N+](=O)[O-])c(N2CCOCC2)cc1N1CCOCC1)c1cccnc1	-12%	-2.4%	-24%	0.2%	.	0.0%	-4%	-3%	0.5%
Cc1cc(C)c(NC(=O)Cn2cnc3c(oc4ccccc43)c2=O)c(C)c1	8%	-7.0%	-8%	0.1%	4%	3.0%	6%	5%	0.1%
O=C(CSc1ncnc2scc(-c3ccccc3)c12)NCc1ccc2c(c1)OCO2	-9%	-0.5%	13%	0.2%	-6%	0.9%	16%	10%	-0.4%
CSc1nc(Oc2ccc(F)cc2)c2ccccc2n1	-11%	5.9%	1%	-0.1%	-4%	-2.2%	1%	-11%	-0.2%
O=C(C1CCCCC1)N1CCN=C1SCc1cccc([N+](=O)[O-])c1	0%	-2.0%	21%	0.2%	-2%	1.5%	0%	21%	-0.8%
Cc1ccc(CN2CN(S(=O)(=O)c3cccs3)c3nc4ccccc4nc32)cc1	-2%	4.0%	-40%	-0.1%	2%	-1.4%	1%	-13%	.
COCCn1c(=NC(=O)CN2C(=O)CCC2=O)sc2cc(S(N)(=O)=O)ccc21	13%	5.8%	-14%	0.4%	1%	-1.5%	10%	19%	0.1%
COC(=O)c1ccc(/C=N/N2CCN(Cc3ccccc3)CC2)cc1	-4%	-0.9%	-31%	0.0%	-3%	-2.9%	-1%	36%	-0.1%

This part in full, repeating the preview:
SMILES	GPR35 antagonists	KOR beta-arrestin-1	NOD1 inhibition	GPR55 activation	NS5 inhibitors	HIV fusion peptide	GPR55 antagonists	KOR beta-arrestin-2	West Nile antiviral	others
O=C(N/N=C/c1cc([N+](=O)[O-])c(N2CCOCC2)cc1N1CCOCC1)c1cccnc1	-12%	-2.4%	-24%	0.2%	.	0.0%	-4%	-3%	0.5%
Cc1cc(C)c(NC(=O)Cn2cnc3c(oc4ccccc43)c2=O)c(C)c1	8%	-7.0%	-8%	0.1%	4%	3.0%	6%	5%	0.1%
O=C(CSc1ncnc2scc(-c3ccccc3)c12)NCc1ccc2c(c1)OCO2	-9%	-0.5%	13%	0.2%	-6%	0.9%	16%	10%	-0.4%
CSc1nc(Oc2ccc(F)cc2)c2ccccc2n1	-11%	5.9%	1%	-0.1%	-4%	-2.2%	1%	-11%	-0.2%
O=C(C1CCCCC1)N1CCN=C1SCc1cccc([N+](=O)[O-])c1	0%	-2.0%	21%	0.2%	-2%	1.5%	0%	21%	-0.8%
Cc1ccc(CN2CN(S(=O)(=O)c3cccs3)c3nc4ccccc4nc32)cc1	-2%	4.0%	-40%	-0.1%	2%	-1.4%	1%	-13%	.
COCCn1c(=NC(=O)CN2C(=O)CCC2=O)sc2cc(S(N)(=O)=O)ccc21	13%	5.8%	-14%	0.4%	1%	-1.5%	10%	19%	0.1%
COC(=O)c1ccc(/C=N/N2CCN(Cc3ccccc3)CC2)cc1	-4%	-0.9%	-31%	0.0%	-3%	-2.9%	-1%	36%	-0.1%
COc1ccc(/C=N/NC(=O)c2nn(-c3ccccc3)c(=O)c3c(N)scc23)cc1	0%	-0.9%	2%	0.0%	50%	39%	21%	15%	0.6%
CC(=O)NCCCC(=O)NN1C(=S)N(Cc2ccccc2)C(=O)C1CC(=O)Nc1cccc(C)c1 (stereo unspecified)	0%	-2.7%	-19%	-0.2%	-9%	2.1%	-2%	-23%	-0.7%
COCc1cnc(C)nc1N	-4%	-1.5%	3%	0.3%	-7%	0.0%	3%	-1%	-0.2%
COc1ccc(-c2cc(C(=O)Nc3c(C)nn(Cc4ccccc4Cl)c3C)no2)cc1	-7%	-6.8%	-13%	-0.1%	-2%	0.5%	2%	-38%	-0.4%
O=c1oc(-c2cccs2)nc2sc3c(c12)CCC3	-9%	6.4%	0%	-0.2%	8%	-0.3%	-3%	22%	-0.2%
CC(C)CCNC(=O)C(c1cccs1)N(CC1CCCO1)C(=O)Cn1nnc2ccccc21 (stereo unspecified)	9%	-6.5%	-26%	-0.1%	3%	2.9%	6%	38%	-0.2%
CCC(=O)Nc1ccc(Cl)c(NC(=O)C(C)C)c1	0%	-4.5%	-25%	0.2%	-7%	-1.0%	7%	22%	-0.2%
CCOc1ccc(C2/C(=C(/O)c3ccc(Cl)cc3)C(=O)C(=O)N2CCCN(C)C)cc1OC (stereo unspecified)	-2%	3.1%	-5%	-0.1%	.	-1.2%	-1%	15%	.
COC(=O)c1cccc(NC(=O)CCNC(=O)c2ccc([N+](=O)[O-])cc2)c1	-4%	-4.3%	12%	0.1%	-2%	-0.5%	14%	.	-0.5%
CCOCCCNC(=O)C1c2ccccc2C(=O)N2CCc3ccccc3C12 (stereo unspecified)	-4%	1.4%	-14%	0.0%	5%	-2.4%	8%	-7%	-0.2%
CC(=O)Nc1ccc(N2CC(C)(C)C2=O)cc1	36%	.	-34%	-0.1%	4%	0.3%	8%	-33%[20 µM]	0.4%
Cn1c(N2CCC(C(N)=O)CC2)nc2c1c(=O)n(Cc1ccc(Cl)cc1)c(=O)n2C	8%	0.0%	-2%	-0.2%	0%	0.1%	-10%	13%	-0.2%	NS5 inhibitors pilot replicate=-3.6
O=C(NC(Cc1c[nH]c2ccccc12)C(=O)N/N=C/c1cccc2ccccc12)c1cccs1 (stereo unspecified)	8%	-2.4%	-39%	0.2%	-5%	4.2%	1%	44%	-0.6%
Cc1ccc2cc(C)c(N3CCN(c4ccccn4)CC3)nc2c1	10%	9.1%	32%	-0.1%	1%	-2.5%	-7%	-47%	-0.1%
O=C(NCc1cccnc1)c1nc(-c2ccccc2)n(-c2ccccc2)n1	1%	-4.9%	23%	-0.1%	-6%	-3.2%	22%	42%	-0.7%
O=C(Nc1ccc(Cl)cc1Cl)C1CCCO1 (stereo unspecified)	-7%	-6.6%	-30%	0.6%	1%	-0.7%	2%	-15%[20 µM]	-0.2%
CN(Cc1ccc(F)cc1)C(=O)c1sccc1-c1ccccc1	19%	-1.9%	18%	0.4%	-9%	-1.1%	22%	-9%	-1.1%
CCCC1=Nc2cc(C(=O)NCCCN3CCOCC3)ccc2Sc2ccccc21	-11%	-4.6%	-15%	-0.2%	-8%	1.2%	15%	22%	-0.1%
O=C(CSc1n[nH]c(-c2cccs2)n1)NC1CCS(=O)(=O)C1 (stereo unspecified)	6%	1.7%	-13%	-0.2%	5%	2.5%	6%	-27%	-0.1%
Cc1nc2cc(-c3cccc(F)c3)nn2c(N2CCN(C(=O)c3ccco3)CC2)c1C	24%	3.1%	-16%	-0.1%	1%	3.8%	3%	-9%	.
Cc1noc(C)c1S(=O)(=O)N1CCCC(C(=O)NCc2ccccn2)C1 (stereo unspecified)	12%	-1.4%	7%	0.5%	0%	1.3%	7%	5%	-0.1%
COc1ccc(OC)c(Nc2nc(-c3sc(NC(=O)c4ccccc4)nc3C)cs2)c1	12%	3.9%	2%	0.0%	.	1.0%	-3%	-25%	-0.1%
COc1ccc(C(=O)OCc2nc(N)nc(Nc3ccccc3C)n2)cc1OC	1%	2.6%	-23%	-0.3%	1%	-2.4%	-14%	-31%	-0.1%
CCOC(=O)c1ccc(N2CSC3=C(C#N)C(c4cccs4)CC(=O)N3C2)cc1 (stereo unspecified)	4%	-3.5%	8%	0.4%	-1%	0.6%	4%	34%	0.0%
Cc1ccc(C(=O)C[n+]2ccc(Cc3ccccc3)cc2)cc1	13%	-11%	7%	-0.3%	-3%	-1.9%	40%	0%	-1.1%
O=C1c2nc3cc(-c4ccccc4)[nH]n3c(=O)c2CN1Cc1ccccc1	-10%	-0.6%	-4%	-0.3%	.	23%	6%	31%	0.5%
CCCCCc1nnc(NS(C)(=O)=O)s1	13%	2.3%	-12%	-0.3%	-6%	-1.3%	1%	32%	1.0%
O=C(NCCc1ccccn1)C1CCN(S(=O)(=O)c2ccc(Cl)cc2)CC1	-9%	-2.5%	-30%	-0.4%	-13%	-0.7%	2%	-22%	-0.1%
Cc1ccc(C)c(NC(=O)C2CCCN(c3cnccn3)C2)c1 (stereo unspecified)	7%	4.9%	-16%	-0.2%	-6%	-1.0%	1%	-24%	-0.1%
Cc1cccc(NC(=O)CC23CC4CC(C2)CC(n2nnc(C)n2)(C4)C3)c1	3%	2.0%	18%	-0.1%	-7%	-3.9%	-6%	2%	-0.7%
O=C(C1=C(O)C(=O)N(CCc2ccccc2)C1c1ccncc1)c1cc2ccccc2o1 (stereo unspecified)	2%	2.6%	-9%	0.5%	-2%	5.3%	1%	-23%[20 µM]	0.2%
COC(=O)CSc1nnc(-c2ccccn2)n1N	14%	3.2%	-14%	-0.1%	-4%	-1.9%	4%	16%	0.4%
Cc1nnc2c3ccccc3c(-c3cccs3)nn12	2%	0.5%	-31%	0.2%	-3%	2.6%	-4%	7%	-0.3%
COc1cc2c(cc1OC)C(c1ccc(-c3ccc(Cl)cc3Cl)o1)=NCC2	7%	20%	59%	.	-11%	4.1%	-10%	-10%	.	NS5 inhibitors pilot replicate=-2.7
CCCCc1c(C)nc2ccc(C(=O)OCC)cc2c1Cl	-8%	3.3%	-14%	-0.1%	-4%	-0.1%	4%	28%	0.2%
COC(=O)/C=c1/s/c(=C(\C#N)C(=O)NCc2ccco2)n(-c2ccccc2)c1=O	6%	-12%	11%	0.2%	-7%	-1.7%	5%	7%	0.5%
COc1ccc2[nH]cc(CCN=C3SCC(=O)N3C)c2c1	-10%	3.2%	-7%	-0.1%	4%	-0.8%	5%	-24%	0.4%
COc1ccccc1NC(=O)Nc1ccc(C)cn1	-3%	-5.7%	-53%	0.7%	6%	0.1%	3%	7%[20 µM]	-0.5%
COc1ccc2c(c1)CCc1c(C(=O)NCc3ccc(F)cc3)noc1-2	-12%	14%	-19%	0.3%	-8%	-0.2%	13%	-24%	0.1%
Cc1c(NC(=S)NC(=O)c2ccc(-c3ccc(Cl)cc3)o2)cccc1C(=O)O	4%	-6.6%	-2%	-0.2%	8%	39%	3%	5%	1.4%
Cc1cc(C)cc(NC(=O)COC(=O)CCc2ccc(S(=O)(=O)N3CCOCC3)cc2)c1	3%	-5.5%	-28%	-0.4%	-1%	0.0%	8%	15%	?
O=C(Nc1nnc(C2CCCCC2)s1)C1CC(=O)N(c2ccccc2)C1 (stereo unspecified)	-4%	-0.9%	-22%	-0.2%	-4%	0.6%	-6%	-20%	-0.5%
